Bioassay records from PubChem.
TRb-SRC2 inh = disrupts binding of human TR beta to SRC2. AID 1469. Potency, µM (titrated, usually from 106 µM), inactives show top-dose activity change, negative = inhibition, hits mostly inhibitors. hit rate 0.065% among 280,000. P10828. TRbeta-SRC2 peptide binding, fluorescence polarization; receptor liganded with 1 µM T3; active means well fitted inhibition curve with a large enough effect;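 further: plate controls were bound peptide for no effect and peptide without receptor for full effect; nearly all actives have a fitted effect of over 50% in size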
Target sequence (P10828 whole entry, looked up): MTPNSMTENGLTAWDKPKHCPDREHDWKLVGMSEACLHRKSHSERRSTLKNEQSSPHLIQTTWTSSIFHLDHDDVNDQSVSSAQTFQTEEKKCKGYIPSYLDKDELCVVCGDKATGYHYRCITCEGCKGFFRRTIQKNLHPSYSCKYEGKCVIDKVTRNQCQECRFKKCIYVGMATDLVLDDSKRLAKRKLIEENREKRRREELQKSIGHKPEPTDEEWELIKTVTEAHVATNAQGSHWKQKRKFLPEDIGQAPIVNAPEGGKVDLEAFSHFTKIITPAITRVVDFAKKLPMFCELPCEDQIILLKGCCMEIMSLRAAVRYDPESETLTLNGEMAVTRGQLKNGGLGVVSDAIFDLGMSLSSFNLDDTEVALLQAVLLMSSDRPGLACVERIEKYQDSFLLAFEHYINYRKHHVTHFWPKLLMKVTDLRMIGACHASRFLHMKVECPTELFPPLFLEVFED
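Assay buffer: 20 mM Tris-HCl, 100 mM NaCl, 10% glycerol, 1 mM EDTA, 0.01% NP-40, 1 mM DTT, 1 uM T3, 5% DMSO; TRb LBD 0.6 uM, Texas Red SRC2 20 nM; FP after 5 hr.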
TR SRC2 fluor cs = alters Texas Red total fluorescence, flagging assay interference; TRb/SRC2 Texas Red total fluorescence interference; Potency, µM (top dose mostly 106 µM), inactives show top-dose fluorescence change, negative = quenching; hit rate 0.29% among 280,000; AID 1479; active means well fitted curve in either direction with a large enough effect
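Human TRb ligand-binding domain at 0.6 uM with 20 nM Texas Red SRC2 peptide in Tris buffer containing 1 uM T3 and 5% DMSO, incubated with compound 5 h at ambient temperature. Total fluorescence (555/632 nm) calculated as parallel + 2 × perpendicular.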
Active calls of the source: *; [ ] = dose if it differs, or a comment. Unless noted, on the % scale 0 is the no-effect control and ±100 the full control effect; potency means the concentration at half of the fitted maximal effect. Only part of the results is shown (hit frequency here may not be typical).

mol,TRb-SRC2 inh,TR SRC2 fluor cs
Cc1c(-c2nsc(NC(=O)c3cccc(Cl)c3)n2)nnn1-c1ccccc1C(F)(F)F,1%,0%
COc1ccccc1C(=O)Nc1nc2n(n1)C(c1ccc(F)cc1)C=C(c1ccc(Cl)cc1)N2 (stereo unspecified),9%,-1%
Cn1c(=O)c2c(ncn2CCOC(=O)C(C)(C)Oc2ccc(Cl)cc2)n(C)c1=O,-4%,1%
O=C(CSc1nc2ccsc2c(=O)n1-c1ccc(Cl)cc1)NCc1ccc(Cl)cc1,2%,-1%
COc1ccc(S(=O)(=O)N2CCN(c3ccccc3F)CC2)cc1-c1noc(C)n1,-3%,-1%
COc1ccc(-c2noc(CC(=O)N(C)c3cccc(C)c3)n2)cc1,-9%,-1%
CCOC(=O)C1CCN(S(=O)(=O)c2cc(-c3cc(C)no3)ccc2C)CC1,1%,0%
Cc1ccc(CNC(=O)CCS(=O)(=O)c2ccc3c(c2)CC(C)N3C(=O)C2CC2)cc1 (stereo unspecified),4%,1%
COc1ccc(NC(=O)c2cccc(N3CCCS3(=O)=O)c2)cc1,6%,0%
CCOc1ccc(N2CC(C)Cn3c2nc2c3c(=O)n(Cc3c(F)cccc3Cl)c(=O)n2C)cc1 (stereo unspecified),2%,-2%
COc1cc(Cl)c(NS(=O)(=O)c2cc(-c3cc(C)no3)ccc2OC)c(OC)c1,2%,-2%
Cc1cccc(Cn2c(=O)n(-c3ccccc3C)c(=O)c3c2c2cc(C)ccc2n3C)c1,7%,1%
Cc1ccc2cccc(NC(=O)COc3ccccc3[N+](=O)[O-])c2n1,-3%,0%
CCCCCCCCCCCC[N+](C)(C)[O-],2%[201 µM],-4%[201 µM]
COC(=O)c1ccc(NC(=O)CC2C(=O)N(c3ccc(F)cc3)C(=O)N2Cc2ccc(OC)cc2)cc1 (stereo unspecified),6%,0%
Cc1cc(O)c(CN2CCN(c3ccc(F)cc3)CC2)c2oc(=O)cc(C)c12,-4%,-4%
CC(NC(=O)c1ccc(Cn2c(=O)c3cccn3c3cccnc32)cc1)c1ccccc1 (stereo unspecified),-5%,0%
COc1ccccc1CNc1ccc(-c2nc(C)no2)cc1[N+](=O)[O-],3%,0%
Cc1cccc(OCCCSc2nc(-c3ccc(C(C)(C)C)cc3)nc3cc(=O)[nH]n23)c1C,3%,0%
Cc1ccc(CNC(=O)CCS(=O)(=O)c2cc3c4c(c2)CCN4C(=O)CC3)cc1,0%,-2%
COc1ccc(CNC(=O)c2ccc(CS(=O)Cc3ccccc3Cl)o2)cc1 (stereo unspecified),-7%,-2%
COC(=O)c1ccccc1NC(=O)CCCn1nc(C)c2c(C)n(-c3ccccc3)nc2c1=O,1%,1%
COc1ccc(OC)c(NC(=O)Cn2c(=O)n(Cc3nc(C)no3)c(=O)c3ccccc32)c1,0%,-1%
Cc1cc(F)ccc1NC(=O)C1CCC(CNS(=O)(=O)c2ccc3c(c2)CCCC(=O)N3)CC1 (stereo unspecified),3%,2%
NC(=O)CSc1ncc2c(n1)-c1ccccc1N(Cc1ccc(F)cc1)S2(=O)=O,3%,-1%
O=C(CCS(=O)(=O)c1cc2c3c(c1)CCN3C(=O)CC2)NCc1ccc(F)cc1,-5%,0%
CCC(C(=O)N(C)Cc1ccccc1)n1nc(C)c2sc3ccccc3c2c1=O (stereo unspecified),-5%,0%
COc1ccccc1Nc1nc2c(S(=O)(=O)c3ccc(C(C)C)cc3)nnn2c2ccsc12,3%,1%
CCc1cccc(NC(=O)CN2C(=O)COc3ccc(S(=O)(=O)Nc4ccccc4)cc32)c1,-6%,-2%
COc1ccc(OC)c(NC(=O)c2cccn2-c2nnc(N3CCCCC3)s2)c1,5%,-1%
CCn1cc2nc(SCc3ccccc3Cl)n(CCc3ccccc3)c(=O)c2n1,7%,-3%
CCOC(=O)C1CCN(C(=O)c2cnn(-c3ccc(F)cc3)c2-n2cccc2)CC1,-2%,-1%
O=C(Nc1ccc(F)cc1Cl)n1ncc2cc(Cl)ccc21,-1%,-2%
CCOc1ccc(-c2nnc(SCC(=O)NCc3ccccc3Cl)o2)cc1,-1%,-1%
COc1ccc(Cn2c(=O)c3ccccc3n3c(-c4cccc(OC)c4OC)nnc23)cc1,5%,0%
O=C1C(=O)N(C2CCN(C(=O)c3ccc(Cl)cc3)CC2)CCN1Cc1ccc(F)cc1,12%,0%
COc1cc(-c2noc(-c3ccc(N4CCOCC4)c([N+](=O)[O-])c3)n2)cc(OC)c1OC,5%,1%
COc1ccc(Cn2c(=O)n(-c3ccc(C)cc3)c(=O)c3c2c2cc(C)ccc2n3C)cc1,0%,0%
CC1CCN(c2nn3c(=O)c(C(=O)NC(C)C)cnc3s2)CC1,3%,-1%
COc1ccc(CN2CCc3nc(SCC(=O)Nc4cc(C)cc(C)c4)[nH]c(=O)c3C2)cc1,2%,-2%

Retrieved by structure from above:
mol,TRb-SRC2 inh,TR SRC2 fluor cs
COc1cc(-c2noc(-c3ccc(N4CCOCC4)c([N+](=O)[O-])c3)n2)cc(OC)c1OC,5%,1%
CCc1cccc(NC(=O)CN2C(=O)COc3ccc(S(=O)(=O)Nc4ccccc4)cc32)c1,-6%,-2%
O=C1C(=O)N(C2CCN(C(=O)c3ccc(Cl)cc3)CC2)CCN1Cc1ccc(F)cc1,12%,0%
COc1ccccc1Nc1nc2c(S(=O)(=O)c3ccc(C(C)C)cc3)nnn2c2ccsc12,3%,1%

The results go on.
mol,TRb-SRC2 inh,TR SRC2 fluor cs
CSc1nn(Cc2cccc(C)c2)c(N)c1S(=O)(=O)c1ccccc1,4%,-1%
CCOc1ccc(CNCc2c(C(=O)O)n(Cc3ccccc3F)c3cc(OC)ccc23)cc1,1%,-2%
Cc1oc(-c2ccccc2F)nc1CSc1nnc(C)n2c1cc1occc12,0%,-1%
CC(=O)Nc1ccc(-c2nnc3n(CC(C)C)c(=O)c4ccccc4n23)cc1,4%,-2%
COc1ccccc1NC(=O)CCS(=O)(=O)c1cc2c3c(c1)CCN3C(=O)CC2,1%,-1%
Cc1cccc(C(=O)N2CCC(N3CCN(Cc4ccc(F)cc4)C(=O)C3=O)CC2)c1,6%,-1%
COc1cccc(Cn2c(=O)n(Cc3ccco3)c(=O)c3oc4ccccc4c32)c1,-4%,0%
O=C(CSc1nc2c(c(=O)[nH]1)CCC2)Nc1cc(C(F)(F)F)ccc1Cl,7%,0%
COc1ccc(-c2cc(C)no2)cc1S(=O)(=O)N1CCc2ccccc21,1%,1%
CCOC(=O)C1CCCN(C(=O)C2CCN(c3nnc(C)c4c(C)n(-c5ccccc5)nc34)CC2)C1 (stereo unspecified),-6%,-2%
C#CCOc1ccc(C2C(C(=O)OC)=C(C)NC3=C2C(=O)c2ccccc23)cc1OCC (stereo unspecified),1%,-2%
CC(C(=O)NCc1ccccc1)n1ccc2cc(S(=O)(=O)N3CCCC3)ccc21 (stereo unspecified),3%,-1%
Cc1ccc(CNc2ccc3cc(S(=O)(=O)N4CCCCC4)ccc3n2)cc1,-2%,0%
CCc1ccccc1NC(=O)CSCc1cnn(-c2ccccc2)c1-n1cccc1,6%,-1%
COc1cc(NC(=O)CC2C(=O)N(c3cccc(C)c3)C(=O)N2Cc2ccco2)cc(OC)c1 (stereo unspecified),10%,-3%
Cc1cccc(N2C(=O)C(CC(=O)Nc3cccc(F)c3)N(Cc3cccs3)C2=O)c1 (stereo unspecified),-2%,-1%
COc1ccccc1-c1noc(-c2ccc(NC3CCCCC3)c([N+](=O)[O-])c2)n1,5%,-2%
CCOc1ccc(S(=O)(=O)O)c2cccnc12,4%,0%
Cc1nnc(N2CCCC(C(=O)NCCN(C)C)C2)c2nn(-c3ccccc3)c(C)c12 (stereo unspecified),-1%,0%
COc1ccc(Nc2nc(-c3cccc(Cl)c3)c3c(n2)-c2ccccc2OC3)cc1,-1%,1%

Part of the list above, with values under each structure.
Results follow in this order: TRb-SRC2 inh, TR SRC2 fluor cs
- COc1ccccc1-c1noc(-c2ccc(NC3CCCCC3)c([N+](=O)[O-])c2)n1
    5%, -2%
- CCOc1ccc(S(=O)(=O)O)c2cccnc12
    4%, 0%

More compounds follow:
mol,TRb-SRC2 inh,TR SRC2 fluor cs
COc1ccccc1-n1cc(-c2ccc(C)cc2)nc1S(=O)(=O)CC(=O)Nc1ccccc1C(F)(F)F,-2%,0%
Cn1nc(C(=O)N2CCN(c3ccc(F)cc3)CC2)c2c1-c1ccccc1SC2,-1%,-3%
Cc1ncc(CO)c2c1Oc1nc(-c3ccc(F)cc3)nc(SCC(=O)N3CCCCC3)c1C2,6%,-2%
O=C(NCc1cccc(Cl)c1)c1ccc(NC(=O)N2CC3CCCN3c3ccccc32)cc1 (stereo unspecified),-6%,1%
COCCNC(=O)CSc1cn(CC(=O)N2CCCCCC2)c2ccccc12,-8%,-1%
Cc1cc2c(cc3c(SCc4ccc(Cl)cc4)nnc(C)n32)o1,-2%,-3%
CCc1nnc(SCC(=O)Nc2cccc(C(F)(F)F)c2)c2cc3oc(C)cc3n12,3%,-2%
CN(C)S(=O)(=O)c1ccc2c(c1)N(CC(=O)Nc1cccc(C(F)(F)F)c1)C(=O)CS2,0%,0%
COC(=O)c1cc(S(=O)(=O)NCC2CCN(Cc3ccc(F)cc3)CC2)c[nH]1,4%,-2%
COc1ccc(NC(=O)c2cc(C3CC3)nc3c2c(C)nn3-c2ccccc2)cc1OC,-8%,-2%
COc1cc(OC)c(NC(=O)N2CCc3c([nH]c4ccccc34)C2c2ccccc2F)cc1Cl (stereo unspecified),3%,0%
Cc1cccc(NC(=O)c2ccc(CNS(=O)(=O)c3ccc4c(c3)C(C)(C)C(=O)N4C)cc2)c1,5%,-3%
CCOc1ccccc1NC(=O)CN(c1cc(C)cc(C)c1)S(=O)(=O)c1c(C)nn(C)c1C,9%,1%
CC(=O)c1ccc(NC(=O)C2CCC(CNS(=O)(=O)c3ccc4c(c3)CCCC(=O)N4)CC2)cc1 (stereo unspecified),-2%,0%
CCCS(=O)(=O)c1c(S(=O)(=O)CCC)c2cc(C(C)(C)C)ccn2c1C(=O)c1ccc(OC)c(OC)c1,8%,-3%
Cc1ccc(C)c(N2CCN(S(=O)(=O)c3cc(-c4cc(C)no4)ccc3C)CC2)c1,-2%,-1%
COc1ccccc1CNC(=O)C(C)n1ccc2cc(S(=O)(=O)N3CCCC3)ccc21 (stereo unspecified),-5%,0%
Cc1cccc(-n2c(=O)c3c(c4cc(C)ccc4n3C)n(CC(=O)NCC3CCCO3)c2=O)c1 (stereo unspecified),3%,-2%
Cc1ccc(C)c(NC(=O)CSc2nnc(C)n3c2cc2occc23)c1,4%,0%
CCCOc1ccc(NC(=O)CC2C(=O)N(c3ccc(F)cc3)C(=O)N2CC(C)C)cc1 (stereo unspecified),1%,-3%

Structures above that have a nitro group on carbon (4):
mol,TRb-SRC2 inh,TR SRC2 fluor cs
Cc1ccc2cccc(NC(=O)COc3ccccc3[N+](=O)[O-])c2n1,-3%,0%
COc1ccccc1CNc1ccc(-c2nc(C)no2)cc1[N+](=O)[O-],3%,0%
COc1cc(-c2noc(-c3ccc(N4CCOCC4)c([N+](=O)[O-])c3)n2)cc(OC)c1OC,5%,1%
COc1ccccc1-c1noc(-c2ccc(NC3CCCCC3)c([N+](=O)[O-])c2)n1,5%,-2%

Following part
mol,TRb-SRC2 inh,TR SRC2 fluor cs
COCCCn1c(=O)c2sccc2n2c(CCCC(=O)NCc3ccc(F)cc3)nnc12,0%,1%
NC(=O)c1cc(S(=O)(=O)N2CCCCC2)cs1,0%,-1%
CCCCNc1ccc(-c2nc(-c3ccncc3)no2)cc1[N+](=O)[O-],-1%,-1%
COc1ccc(CNC(=O)c2ccc(-c3nc(CS(=O)c4ccc(C)cc4)c(C)o3)cc2)cc1 (stereo unspecified),4%,-2%
Cc1ccc(-c2c3c(=O)n(C)c(=O)n(C)c3c3n2-c2ccccc2NC3c2ccc(C)cc2O)cc1 (stereo unspecified),-1%,-3%
